# Bioassay records from PubChem BioAssay.
# Pf apPOL block – Pf-apPOL DNA polymerase inhibition; Recombinant Pf-apPOL, molecular beacon fluorescence, 1.5 h; actives 0.25% (n = 210,000); inhibition, % at 10 µM
# mHTT-CaM PPI inh – mHTT-calmodulin interaction abrogation | P42858 | inhibition, % at 15 µM | AID 1671202 | actives 3.6% (n = 190,000) | AlphaScreen His-mHTT/GST-CaM binding, luminescence;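 further: 0% = both proteins with DMSO and 100% = one protein alone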
# Target sequence (P42858 whole entry, looked up, stated change not applied): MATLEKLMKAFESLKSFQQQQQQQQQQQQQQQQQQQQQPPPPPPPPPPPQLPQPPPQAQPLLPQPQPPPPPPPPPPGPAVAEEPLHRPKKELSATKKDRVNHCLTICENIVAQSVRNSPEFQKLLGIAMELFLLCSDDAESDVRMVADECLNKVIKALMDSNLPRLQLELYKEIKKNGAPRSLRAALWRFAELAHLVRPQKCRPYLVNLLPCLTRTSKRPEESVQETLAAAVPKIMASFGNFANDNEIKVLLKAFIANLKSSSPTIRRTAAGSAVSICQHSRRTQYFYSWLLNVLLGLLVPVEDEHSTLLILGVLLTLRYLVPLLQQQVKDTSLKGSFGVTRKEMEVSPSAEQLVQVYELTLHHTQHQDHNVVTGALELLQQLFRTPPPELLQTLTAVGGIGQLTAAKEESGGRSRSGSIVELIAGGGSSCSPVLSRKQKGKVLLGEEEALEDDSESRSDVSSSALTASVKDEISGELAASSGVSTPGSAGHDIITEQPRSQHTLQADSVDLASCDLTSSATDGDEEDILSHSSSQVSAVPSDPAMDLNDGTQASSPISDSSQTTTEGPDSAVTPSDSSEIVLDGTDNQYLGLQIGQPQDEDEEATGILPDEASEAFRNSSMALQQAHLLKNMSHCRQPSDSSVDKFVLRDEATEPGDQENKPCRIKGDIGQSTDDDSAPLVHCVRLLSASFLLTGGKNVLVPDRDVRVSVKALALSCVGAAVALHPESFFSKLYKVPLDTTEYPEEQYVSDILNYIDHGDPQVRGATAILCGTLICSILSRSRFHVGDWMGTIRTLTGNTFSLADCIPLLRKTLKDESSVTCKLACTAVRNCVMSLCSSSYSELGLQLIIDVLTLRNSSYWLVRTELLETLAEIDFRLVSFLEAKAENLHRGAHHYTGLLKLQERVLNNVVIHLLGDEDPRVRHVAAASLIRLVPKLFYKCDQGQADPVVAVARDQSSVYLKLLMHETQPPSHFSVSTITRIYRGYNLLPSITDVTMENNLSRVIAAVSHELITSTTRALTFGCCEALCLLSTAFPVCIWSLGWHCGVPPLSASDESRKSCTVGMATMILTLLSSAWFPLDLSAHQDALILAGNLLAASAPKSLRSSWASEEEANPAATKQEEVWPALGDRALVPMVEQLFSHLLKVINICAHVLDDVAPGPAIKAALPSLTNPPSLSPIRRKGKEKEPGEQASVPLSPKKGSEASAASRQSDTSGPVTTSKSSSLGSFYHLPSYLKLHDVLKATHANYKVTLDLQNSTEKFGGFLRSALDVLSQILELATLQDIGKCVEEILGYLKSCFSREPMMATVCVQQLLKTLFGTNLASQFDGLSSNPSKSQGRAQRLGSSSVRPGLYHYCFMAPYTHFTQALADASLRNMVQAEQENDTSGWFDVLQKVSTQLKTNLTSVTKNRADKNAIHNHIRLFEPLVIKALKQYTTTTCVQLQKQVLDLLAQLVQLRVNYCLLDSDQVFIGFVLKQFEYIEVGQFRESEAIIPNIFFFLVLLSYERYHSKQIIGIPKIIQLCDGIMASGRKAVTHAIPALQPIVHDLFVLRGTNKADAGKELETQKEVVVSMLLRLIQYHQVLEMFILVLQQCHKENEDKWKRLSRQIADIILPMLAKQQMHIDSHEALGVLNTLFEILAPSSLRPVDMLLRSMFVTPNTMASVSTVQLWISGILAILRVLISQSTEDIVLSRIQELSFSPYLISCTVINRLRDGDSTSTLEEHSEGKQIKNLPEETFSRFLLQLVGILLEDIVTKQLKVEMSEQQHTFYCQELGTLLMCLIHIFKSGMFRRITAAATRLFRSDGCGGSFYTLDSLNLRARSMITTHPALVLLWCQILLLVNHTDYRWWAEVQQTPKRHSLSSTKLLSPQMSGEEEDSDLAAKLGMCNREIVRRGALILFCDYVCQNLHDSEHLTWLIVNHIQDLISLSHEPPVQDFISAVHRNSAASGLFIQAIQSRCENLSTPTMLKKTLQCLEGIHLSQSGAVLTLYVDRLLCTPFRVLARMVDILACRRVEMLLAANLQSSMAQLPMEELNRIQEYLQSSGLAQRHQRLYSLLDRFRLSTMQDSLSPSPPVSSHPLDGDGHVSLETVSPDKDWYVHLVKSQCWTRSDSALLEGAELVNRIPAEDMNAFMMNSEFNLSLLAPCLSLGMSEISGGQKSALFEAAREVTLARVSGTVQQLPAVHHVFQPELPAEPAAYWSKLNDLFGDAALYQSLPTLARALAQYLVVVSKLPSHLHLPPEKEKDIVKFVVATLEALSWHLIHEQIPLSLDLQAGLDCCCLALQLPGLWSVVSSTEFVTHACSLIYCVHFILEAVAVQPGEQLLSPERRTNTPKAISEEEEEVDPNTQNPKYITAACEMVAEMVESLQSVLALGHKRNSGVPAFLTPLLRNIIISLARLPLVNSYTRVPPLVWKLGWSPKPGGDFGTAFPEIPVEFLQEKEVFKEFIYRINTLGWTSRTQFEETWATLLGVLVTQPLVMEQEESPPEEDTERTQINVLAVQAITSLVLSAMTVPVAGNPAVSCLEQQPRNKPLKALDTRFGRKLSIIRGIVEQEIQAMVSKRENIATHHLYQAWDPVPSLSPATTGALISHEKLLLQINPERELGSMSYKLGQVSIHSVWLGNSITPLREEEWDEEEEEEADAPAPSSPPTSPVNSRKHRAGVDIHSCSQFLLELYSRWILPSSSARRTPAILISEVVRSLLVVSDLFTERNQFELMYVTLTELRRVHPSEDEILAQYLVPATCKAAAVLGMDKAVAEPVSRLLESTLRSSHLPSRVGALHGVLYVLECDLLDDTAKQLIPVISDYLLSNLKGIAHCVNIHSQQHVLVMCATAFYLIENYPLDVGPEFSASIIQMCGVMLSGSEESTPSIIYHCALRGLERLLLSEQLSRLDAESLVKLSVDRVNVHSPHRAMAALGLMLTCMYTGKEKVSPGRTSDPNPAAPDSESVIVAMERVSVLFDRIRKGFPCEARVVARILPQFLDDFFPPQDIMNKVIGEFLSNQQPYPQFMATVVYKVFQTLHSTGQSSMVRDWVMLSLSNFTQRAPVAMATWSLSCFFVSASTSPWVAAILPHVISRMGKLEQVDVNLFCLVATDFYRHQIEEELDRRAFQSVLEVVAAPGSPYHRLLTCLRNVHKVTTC
# * hit, by the source's call; nt = no result given; & = joins results of further samples. No stated cut-off is given here; in the data, active means inhibition above about 50%; inactive means the rest.
1. O=C(Nc1ccc(F)cc1)OC1CCCC(NC(=O)c2ccccc2C(F)(F)F)C1 (stereo not given)
2. COc1ccc(-c2coc3cc(OCc4cccc(Cl)c4)ccc3c2=O)cc1OC
3. CC(C)(C)c1csc(NC(=O)c2ccc(S(C)(=O)=O)cc2)n1
4. O=C(Nc1ccc(O)cc1)C1CC=CCC1 (stereo not given)
5. COc1ccc(CCNC(=O)C2c3ccccc3C(=O)N3CCc4ccccc4C23)cc1OC (stereo not given)
6. Cc1cc(=O)oc(C)c1C(=O)NC1CCC(C)CC1 (stereo not given)
7. COc1ccccc1-c1noc(C2CCCN2C(=O)NCCc2ccccc2)n1 (stereo not given)
8. COCc1nnc(SCC(=O)Nc2cccc(Cl)c2C)n1-c1ccccc1
9. CCN1CCn2c(nc3cc(C(=O)NCc4ccc(C)c(C)c4)ccc32)C1=O
10. CCn1cnnc1C1CCCCN1S(=O)(=O)c1ccc(C#N)cc1 (stereo not given)
Assay by compound	1	2	3	4	5	6	7	8	9	10
mHTT-CaM PPI inh	-16	-2	4	70*	7	3	6	5	-4	0
Pf apPOL block	1	-6	-8	0	-1	-8	2	-7	1	4

11. Cc1cc(NC(=O)CSc2c(-c3ccccc3)[nH]c3ccccc23)no1
12. Cn1c(SCc2c(F)cccc2Cl)nnc1-c1ccc2ncccc2c1
13. O=[N+]([O-])c1ccc(O)c(/C=C/c2ccc3cccc(O)c3n2)c1
14. CCN1C(=O)C(CC(=O)NCCCOC)Sc2ncccc21 (stereo not given)
15. CCCn1cnnc1C1CCCN(Cc2cnn(C)c2C)C1 (stereo not given)
16. Cc1ccc(NC(=O)CSc2nc3c(c(=O)n2-c2ccc(C)cc2)SCC3)cc1
17. Cc1cccc(-c2noc(C3CCCN3C(=O)CNC(=O)c3cccs3)n2)c1 (stereo not given)
18. CC1CCN(C(=O)c2c[nH]c3ccc(S(=O)(=O)N(C)c4ccc(F)cc4)cc3c2=O)CC1
19. O=C(Nc1ccccc1Br)c1csc2c1CCCC2
20. Cc1cccc(C(=O)N2CCc3[nH]nc(C(=O)N4CCCC4)c3C2)c1
Assay by compound	11	12	13	14	15	16	17	18	19	20
mHTT-CaM PPI inh	5	nt	60*	-2	5	15	1	21	-16	4
Pf apPOL block	5	-16&-20	3	-1	4	2	-3	-7	-4	1

# Three compounds already listed, arranged by formula weight, low to high:
11. Cc1cc(NC(=O)CSc2c(-c3ccccc3)[nH]c3ccccc23)no1
17. Cc1cccc(-c2noc(C3CCCN3C(=O)CNC(=O)c3cccs3)n2)c1 (stereo not given)
18. CC1CCN(C(=O)c2c[nH]c3ccc(S(=O)(=O)N(C)c4ccc(F)cc4)cc3c2=O)CC1
Assay by compound	11	17	18
mHTT-CaM PPI inh	5	1	21
Pf apPOL block	5	-3	-7

# (further entries)
21. Cc1cc(C)n2nc(SCCC(=O)NCCC(C)C)nc2n1
22. O=C(c1cccs1)N1CCC(c2nc(-c3cccnc3)n[nH]2)CC1
23. Cc1cccc(Cl)c1-n1sc(=O)n(CC2CC2)c1=O
24. NC(=NNC(=S)Nc1ccccc1C(F)(F)F)c1ccccn1
25. COc1cccc(C(=O)Nc2cccc(-c3nc4ccccc4s3)c2)c1
26. N#CSC(C#N)Cc1cccc(Cl)c1 (stereo not given)
27. Cc1ccc(NC(=O)Cn2ccc3c(=O)[nH]ccc32)cc1C
28. O=C(c1ccccc1F)N1CCCc2ccccc21
29. O=C(CCc1c[nH]c2ccccc12)N1CCN(c2cc(-c3cccnc3)[nH]n2)CC1
30. COc1cccc(-c2nc(C=Nc3ccc(Cl)cc3C)c(O)o2)c1
Assay by compound	21	22	23	24	25	26	27	28	29	30
mHTT-CaM PPI inh	5	3	nt	nt	-6	37	16	-6	15	2
Pf apPOL block	1	1	43&34	-330	0	-25	31	1	2	-4

# The final 2 compounds of the part before are carried over, then new ones follow:
29. O=C(CCc1c[nH]c2ccccc12)N1CCN(c2cc(-c3cccnc3)[nH]n2)CC1
30. COc1cccc(-c2nc(C=Nc3ccc(Cl)cc3C)c(O)o2)c1
31. CC(O)CNc1ncnc2sc3c(c12)CCC3 (stereo not given)
32. Cc1c(Cl)cccc1-n1ncnc1-c1ccc(F)cc1
33. O=C(COc1cccc(Cl)c1)Nc1ccccc1F
34. O=C(NCCCN1CCCCC1)c1cccc(N2CCNC(c3ccccc3)C2)n1 (stereo not given)
35. O=C(c1cccc(NS(=O)(=O)c2ccc(Cl)cc2)c1)N1CCC2(CC1)OCCO2
36. O=C(CN1CCOCC1)N1CCc2ccccc2C(c2ccccc2)C1 (stereo not given)
37. NC(=O)c1cccc(N=c2oc3ccc(Br)cc3cc2C(N)=O)c1
38. Cc1cc(NC(=O)COc2ccccc2)nn1-c1ccc(C#N)cc1
39. CCOC(=O)c1sc(NC(=O)c2ccc(N3C(=O)c4ccccc4C3=O)cc2)nc1C
40. Cc1cc(=O)oc(C)c1C(=O)NCCCN(CC(C)C)CC(C)C
Assay by compound	29	30	31	32	33	34	35	36	37	38	39	40
mHTT-CaM PPI inh	15	2	-4	5	-11	-1	0	3	71*	-1	-4	-15
Pf apPOL block	2	-4	1	-2	-5	-15	-6	-1	4	2	-5	-16

41. COc1cc(C(F)(F)F)c(-c2ncn[nH]2)cn1
42. O=S(=O)(C=Cc1ccccc1)NCCOc1ccc2nnc(-c3cccc(F)c3)n2n1
43. CCCn1c(C2CCN(C(=O)c3ccco3)C2)nc2cccnc21 (stereo not given)
44. Cc1nc(SCC(=O)Nc2ccc(S(N)(=O)=O)cc2)n[nH]1
45. Cc1nc2nc(SCc3cc(=O)n4ccccc4n3)nn2c(C)c1Cc1ccccc1
46. NS(=O)(=O)c1ccc(NC(=O)CSc2nnnn2-c2ccccc2)cc1
47. Cc1cc(C)n(-c2cc([N+](=O)[O-])ccc2-c2nn[nH]n2)n1
48. O=C(Cn1c(=O)oc2ccccc21)Nc1ccc2c(c1)OCCO2
49. Cc1nn(-c2ccccc2)c2sc(C(=O)N3CC(C)OC(C)C3)cc12 (stereo not given)
50. COc1cccc(-c2nnc(SCC(=O)N3CCOCC3)n2-c2ccccc2)c1
Assay by compound	41	42	43	44	45	46	47	48	49	50
mHTT-CaM PPI inh	nt	14	13	0	22	1	1	-1	20	8
Pf apPOL block	-8	-6	7	4	-11	-8	6	-1	-2	3

51. C=C(C)COc1ccc2c(c1)OC(=Cc1ccccc1OCC)C2=O
52. COc1ccc(C2CCCN2CCN)cc1 (stereo not given)
53. CC(C)(C)c1[nH]nc2c1C(c1ccccc1C(F)(F)F)C(C#N)=C(N)O2 (stereo not given)
54. CCOc1ccc(-n2nnnc2SC(C)C(=O)Nc2nccs2)cc1 (stereo not given)
55. CCOc1ccc(NC(=O)c2nnn(-c3cc(C)cc(C)c3)c2N)cc1
56. CC(=O)Nc1nc2ccc(NS(=O)(=O)c3ccc(C)cc3)cc2s1
57. CCOc1ccc(C2=CC(c3cccc(OC)c3OC)n3nnnc3N2)cc1Cl (stereo not given)
58. CCOc1ccc(NC(=O)CSc2nnnn2CC(=O)O)cc1
59. CCn1nc(C)cc1-c1nnc(SCC(=O)c2ccc(C)cc2)o1
60. COc1ccccc1CNC1=NCCNC12CCN(S(=O)(=O)c1ccc(F)cc1)CC2
Assay by compound	51	52	53	54	55	56	57	58	59	60
mHTT-CaM PPI inh	-17	10	16	-1	10	2	10	-1	nt	-6
Pf apPOL block	-3	-5	0	3	-2	-7	-1	-19	2	4

61. CCn1c(SCC(N)=O)nc2sc3c(c2c1=O)CCCC3
62. CCOC(=O)[C@H](NS(=O)(=O)c1cc(Br)c(Cl)s1)C(C)C
63. CN(C)CCN(C)Cc1cccc(Cl)c1Cl
64. CCCCC1CCC(C(=O)Nc2c3c(nn2-c2ccc([N+](=O)[O-])cc2)CS(=O)(=O)C3)CC1 (stereo not given)
65. O=C(CSc1nc(O)cc(=O)n1-c1ccccc1)Nc1ccc(Br)cc1
66. Cc1nc2c(NS(=O)(=O)c3ccc(Cl)cc3)cccn2n1
67. COc1ccc(C)cc1NC(=O)C1CCN(c2c(C#N)cnc3ccccc23)CC1
68. Cc1c(Cl)c([N+](=O)[O-])nn1CCCC(=O)NCc1cccs1
69. Cc1ccc2c(c1)N(c1ccc3c(c1)CCC3)C=C(C#N)S2(=O)=O
70. COC(=O)c1ccc(CSc2nnc(NC(=O)c3cc(C)on3)s2)o1
Assay by compound	61	62	63	64	65	66	67	68	69	70
mHTT-CaM PPI inh	-2	nt	-2	2	18	-7	5	-4	-10	-6
Pf apPOL block	-7	-1	-4	-5	-14	0	2	-8	-2	-8

71. CCOc1ccc(NC(=O)c2cc(S(=O)(=O)NC3CCCC3)ccc2F)cc1
72. O=C(Nc1ccc(Cl)c(Cl)c1)Nn1cnnc1
73. Cn1cccc1C(=O)N1CCCC(c2nncn2-c2ccccc2)C1 (stereo not given)
74. O=C(NCCCN1CCCC1)C1CN(C(=O)c2cccs2)CC12CCCCC2 (stereo not given)
75. O=Cc1ccc(-c2ccccc2[N+](=O)[O-])o1
76. COc1ccc2c(c1OC)C(=O)N(c1ncn[nH]1)C2
77. COc1cc2c(cc1OC)C1(CCCC1)CNC2c1ccc([N+](=O)[O-])cc1 (stereo not given)
78. Cc1ccccc1Cn1cnc2c1c(=O)n(C1CC1)c(=O)n2-c1ccc(F)cc1
79. CCCCNC(=O)c1cnn2c(C)c(Cc3ccccc3Cl)c(C)nc12
80. CCOC(=O)C(=CNc1cc(C(F)(F)F)cc(C(F)(F)F)c1)[N+](=O)[O-]
Assay by compound	71	72	73	74	75	76	77	78	79	80
mHTT-CaM PPI inh	1	-4	2	7	8	24	16	0	28	nt
Pf apPOL block	-1	8	2	-2	-1	0	-2	4	-7	-8

# Reprinted from the part before: four entries; new compounds follow.
77. COc1cc2c(cc1OC)C1(CCCC1)CNC2c1ccc([N+](=O)[O-])cc1 (stereo not given)
78. Cc1ccccc1Cn1cnc2c1c(=O)n(C1CC1)c(=O)n2-c1ccc(F)cc1
79. CCCCNC(=O)c1cnn2c(C)c(Cc3ccccc3Cl)c(C)nc12
80. CCOC(=O)C(=CNc1cc(C(F)(F)F)cc(C(F)(F)F)c1)[N+](=O)[O-]
81. NC(=O)c1cc2ccccc2oc1=Nc1ccc(Br)cc1
82. CC1=C(C#N)C(=O)N(CCO)C(=O)/C1=C\c1ccc(-c2ccc(Br)cc2C(=O)O)o1
83. O=C(CSc1ccc(-c2ccc(F)cc2)nn1)NC1CCCC1
84. Cc1ccnc(N2CCC(C(=O)NCCCN3CCN(c4ccc(F)cc4)CC3)CC2)n1
85. CCOC(=O)N1CCc2c(sc(NC(=O)CSc3nnc(-c4cccs4)n3CC)c2C#N)C1
86. Cc1ccc(C(=O)Nc2ccc(Nc3ccccc3)cc2)c(Cl)c1
87. Cc1cc(=O)oc2cc(OCC(=O)Nc3cccc(Cl)c3)ccc12
88. N#Cc1c(-c2ccc(Cl)cc2)cc2c(c1N)c(=O)oc1ccccc12
89. O=C(Cn1nc(-c2ccccc2)nc1-c1ccccc1)Nc1ccc(Br)cc1
90. COc1ccc(OC)c(S(=O)(=O)Nc2ccc3c(c2)CN(C(=O)c2ccco2)CC3)c1
Assay by compound	77	78	79	80	81	82	83	84	85	86	87	88	89	90
mHTT-CaM PPI inh	16	0	28	nt	0	27	-7	8	nt	0	4	nt	-5	2
Pf apPOL block	-2	4	-7	-8	2	-6	-3	0	-12	-5	1	3	-7	-6

91. Cc1snnc1C(=O)Nc1c(C(C)(C)C)nn(C)c1C(C)(C)C
92. CCCCCC(=O)N1C[C@@H](n2cc(-c3ccc(F)cc3)nn2)[C@H](O)C[C@@H]1c1ccc(C)cc1
93. OCCN(CCO)CC1CC=CCC1 (stereo not given)
94. COc1ccccc1NC(NC(=O)Cc1ccccc1)C(Cl)(Cl)Cl (stereo not given)
95. Cc1ccc(-c2nnc(CCC(=O)NC3CC3)c(=O)[nH]2)cc1
96. CCCN(CCO)Cc1ccc(C(C)C)cc1
Assay by compound	91	92	93	94	95	96
mHTT-CaM PPI inh	nt	13	-2	5	7	-7
Pf apPOL block	5	-1	0	-2	-2	-4
